Compound activity: PubChem, National Center for Advancing Translational Sciences (NCATS)
Vif-APOBEC3F blk: blocks the Vif interaction with APOBEC3F; 390,000 tested, 0.2% active; AID 602313; HeLa A3F-eYFP + Vif (tagged APOBEC3F with the HIV-1 protein that degrades it), YFP fluorescence increase; Potency, µM (highest dose often 46.1 µM), inactives show at the highest dose activity, negative = active; also: potency is read from the fitted curve at half-maximal effect; % of control where 0% means no effect; nearly all actives have a fitted effect of over 65% in size
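Fluorescence increase (Ex 488/Em 500-530) after overnight compound treatment at 37 deg C flags inhibition of Vif-driven A3F-eYFP loss in stable HeLa A3F-eYFP/Vif cells seeded overnight beforehand.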
mIDH1 inhibitor: human IDH1 R132H inhibition; IDH1-R132H enzyme, NADPH consumption, diaphorase/resazurin fluorescence; Potency, µM (top dose mostly 76.6 µM), for inactives: at the highest dose activity change, negative = inhibition, hits mostly inhibitors; 390,000 tested, 0.093% active; AID 602179; also: potency is read from the fitted curve at half-maximal effect; % is scaled to controls: 0 for no effect and ±100 for the full control effect; nearly all actives have a fitted effect of over 65% in size
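IDH1-R132H (0.5 ug/mL) preincubated 30 min with compound, then NADPH (0.016 mM) and alpha-KG (2 mM) added; 80 min at RT, pH 7.5. Remaining NADPH coupled via diaphorase/resazurin to fluorescence (540/590 nm); concentration-response curves normalized to no-enzyme control.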
TrxR1 substrate: rat thioredoxin reductase 1 substrate activity. O89049. purified TrxR1 substrate turnover, NADPH consumption readout. Potency, µM (series often up to 114 µM), for inactives: top-dose activity change, negative = substrate turnover. 390,000 tested, 0.01% active; also: potency is read from the fitted curve at half-maximal effect; % is scaled to controls: 0 for no effect and ±100 for the full control effect; nearly all actives have a fitted effect of over 50% in size
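Rat TrxR1, dispensed at 90 nM, was prereduced with 400 uM NADPH (final) for 5 min at ~22 deg C, then incubated with compound 15 min before 400 uM selenite. A first-read NADPH fluorescence drop versus no-compound background flagged substrates.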
LDHA inh: inhibitors of human lactate dehydrogenase A; P00338; purified LDHA, NADH/diaphorase-resazurin fluorescence; hits give low values; activity change, % (values are at about 110 or 230 µM); 480,000 tested, 0.15% active; AID 1347041; in the data active = activity change below about -30%; inconclusive = mostly about -25% to -30%;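 also: plate controls were DMSO wells for no effect and wells without enzyme for full effect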
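LDH5 2 nM; NADH 0.06 mM, pyruvate 0.2 mM; 200 mM Tris pH 7.4, EDTA, Tween-20; 5 min RT. Detection: diaphorase 0.133 mg/mL + resazurin 37 µM, fluorescence ex540/em590 at 0 and 20 min; normalized to enzyme-free and DMSO wells.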
Vif-APOBEC3G blk: blocks the Vif interaction with human APOBEC3G; Q9HC16; HeLa A3G-eYFP + Vif (tagged APOBEC3G with the HIV-1 protein that degrades it), YFP fluorescence, overnight; Potency, µM (titrated, usually from 46.1 µM), for inactives: top-dose activity, negative = active, actives largely listed as inhibitors; 410,000 tested, 0.076% active; AID 602310;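 also: potency is read from the fitted curve at half-maximal effect; % is scaled to controls: 0 for no effect and ±100 for the full control effect; nearly all actives have a fitted effect of over 60% in size; hits raise eYFP signal because A3G escapes Vif-driven loss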
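Read-out is eYFP fluorescence (Ex 488/Em 500-530) from Vif-expressing HeLa A3G-eYFP cells; more signal means A3G escaped Vif-mediated degradation. Cells plated overnight, compound pinned in, incubated overnight at 37 deg C.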
USP1 inh: blocks the human USP1/UAF1 deubiquitinase complex; O94782; recombinant USP1/UAF1, Ub-Rhodamine cleavage fluorescence; Potency, µM (highest dose often 57.1 µM), inactives show at the top dose activity change, negative = inhibition, most hits filed as inhibitors; 390,000 tested, 0.23% active; also: potency is read from the fitted curve at half-maximal effect; % is scaled to controls: 0 for no effect and ±100 for the full control effect; nearly all actives have a fitted effect of over 60% in size; inactives centre near -12
Target sequence (O94782 whole entry, looked up): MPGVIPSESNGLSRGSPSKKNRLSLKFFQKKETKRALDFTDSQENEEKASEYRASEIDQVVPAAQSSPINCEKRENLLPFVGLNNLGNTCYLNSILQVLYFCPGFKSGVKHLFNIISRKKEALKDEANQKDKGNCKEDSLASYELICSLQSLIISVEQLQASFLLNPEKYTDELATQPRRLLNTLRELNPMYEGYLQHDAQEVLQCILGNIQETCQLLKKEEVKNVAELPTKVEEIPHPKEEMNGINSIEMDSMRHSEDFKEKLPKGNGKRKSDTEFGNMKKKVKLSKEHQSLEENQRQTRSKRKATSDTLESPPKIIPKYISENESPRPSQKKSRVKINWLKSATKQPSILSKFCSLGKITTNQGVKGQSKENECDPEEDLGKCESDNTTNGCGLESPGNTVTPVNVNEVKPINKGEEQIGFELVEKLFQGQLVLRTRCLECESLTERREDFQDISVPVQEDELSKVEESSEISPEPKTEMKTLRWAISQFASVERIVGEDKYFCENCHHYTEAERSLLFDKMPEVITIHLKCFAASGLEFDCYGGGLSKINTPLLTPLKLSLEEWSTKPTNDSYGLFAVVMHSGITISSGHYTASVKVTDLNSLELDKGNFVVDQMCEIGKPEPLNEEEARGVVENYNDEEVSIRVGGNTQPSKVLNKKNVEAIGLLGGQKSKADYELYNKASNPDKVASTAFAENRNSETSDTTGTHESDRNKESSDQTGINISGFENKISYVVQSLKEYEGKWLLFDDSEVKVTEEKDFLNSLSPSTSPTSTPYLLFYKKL
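1 nM enzyme complex + cpd, 15 min RT; start with Ub-Rho 150nM final; kinetic fluorescence ex 480/em 540, 6 reads q60 s. Buffer 50mM HEPES pH 7.8, 0.5mM EDTA, 0.1 mg/ml BSA, 1mM TCEP, 0.01% Tween-20.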
RGS4 inhibitor: blocks human RGS4-accelerated GTP hydrolysis; P49798; Transcreener GDP fluorescence polarization, RGS4-accelerated GTP hydrolysis; Potency, µM (series often up to 114 µM), for the others: top-dose activity change, negative = inhibition, most hits filed as inhibitors; 390,000 tested, 0.039% active; AID 504845; also: potency is read from the fitted curve at half-maximal effect; % is scaled to controls: 0 for no effect and ±100 for the full control effect; nearly all actives have a fitted effect of over 75% in size; some results filed as inactive show a strong effect at the top dose
Target sequence (P49798 whole entry, looked up): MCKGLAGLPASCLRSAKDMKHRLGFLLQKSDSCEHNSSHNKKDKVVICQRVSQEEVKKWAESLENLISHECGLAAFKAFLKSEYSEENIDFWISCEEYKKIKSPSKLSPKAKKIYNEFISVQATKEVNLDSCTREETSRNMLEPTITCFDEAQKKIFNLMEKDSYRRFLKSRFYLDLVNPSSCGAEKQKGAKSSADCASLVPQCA
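MLSMR compounds (23 nl, pin-transferred) preincubated 10 min at room temperature with a 500nM (2x) first reagent, then RGS4 at 900nM (2x) plus Transcreener GDP mix added; fluorescence polarization (620/688 nm) read before and after 90 min at 30 °C.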
GRP78 ERSR act: ER stress response induction in glioma; U87-MG GRP78 promoter luciferase reporter, 16 h; AID 602332; Potency, µM, inactives show top-dose activation, actives largely listed as activators; 420,000 tested, 0.02% active; also: potency is read from the fitted curve at half-maximal effect; series mostly up to about 76 µM; % of control where 0% means no effect; nearly all actives have a fitted effect of over 35% in size
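ERSR induction read as luciferase luminescence (Bright-Glo, 10 min at room temperature) in stably transfected human U87-MG glioma cells exposed to compounds for 16 h, using GRP78 as sensor.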
rTrxR1 inhibitor: blocks rat thioredoxin reductase 1; O89049; recombinant rTrxR1, NADPH fluorescence consumption, selenite substrate; Potency, µM (doses to about 114 µM), without a hit: top-dose activity change, negative = inhibition, most hits filed as inhibitors; 390,000 tested, 1% active; AID 588453; also: potency is read from the fitted curve at half-maximal effect; % is scaled to controls: 0 for no effect and ±100 for the full control effect; nearly all actives have a fitted effect of over 65% in size
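Rat TrxR1 (90 nM in the dispensed reagent) was pre-reduced with 400 uM NADPH for 5 min at room temperature, then incubated with compound for 15 min. After 400 uM selenite was added, NADPH fluorescence (Ex 340/Em 450 nm) was followed for 8 min.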
Active calls of the source: *; ? = inconclusive; & = joins results of further samples; [ ] = remark or other dose. Unless noted, calls follow the shape of the dose curve; as a rule, active = well fitted curve in the direction sought with a large enough effect; inconclusive = small, poorly fitted or top-dose-only effect, or another doubt; inactive = no such curve, though single readings can be large; an effect the other way counts as inactive or inconclusive.

SMILES	Vif-APOBEC3F blk	mIDH1 inhibitor	TrxR1 substrate	LDHA inh	Vif-APOBEC3G blk	USP1 inh	RGS4 inhibitor	GRP78 ERSR act	rTrxR1 inhibitor
Cc1ccc(NC(=O)c2cc3nc(-c4ccc5c(c4)OCO5)cc(C(F)(F)F)n3n2)cc1Cl	3%	-4%	1%	-3	2%	-6%	-11%	0%	15%
Cc1ccc(NC(=O)c2cc(S(=O)(=O)N3CCC4(CC3)OCCO4)ccc2F)cc1Cl	1%	-4%	-11%[57.1 µM]	-4	2%	-16%	9%	1%	1%[57.1 µM]
COc1ccc(-c2csc3nc(C)nc(N4CCN(C(C)=O)CC4)c23)cc1OC	-14%	-3%	5%[57.1 µM]	-7	-3%	-10%	-12%	-5%	15%[57.1 µM]
CCc1noc(C)c1C(=O)Nc1ccc(C)c(S(=O)(=O)N2CCCCCC2)c1	-14%	3%	-6%	4	0%	-9%	5%	-3%	11%
Cc1[nH]c2ccccc2c1C(c1ccncc1)N1CCN(c2ccccc2F)CC1 (stereo not drawn)	-8%	-8%	1%	2	3%	-17%	9%[11.4 µM]	0%	9%
COCCCNC(=O)C[C@H]1C[C@H](C(=O)N2CCCCC2)[C@@]2(CCc3ccccc3)c3[nH]c4cc(-c5ccco5)ccc4c3CCN2C1=O	0%	-11%	19%	-6	0%	-8%	?	0%	-7%
CCc1nccn1CCC(=O)NC1CC(C)(C)Cc2c1cnn2-c1ccc(C)cc1 (stereo not drawn)	11%	5%	-3%	-7	-1%	-17%	-38%	-4%	2%
O=C(CCN1C(=O)c2ccccc2C1=O)NC(=S)Nc1ccccc1	6%	0%	-6%	-5	-2%	-17%	-46%	1%	-30%
Fc1ccc(Nc2nc3ccccc3n3cnnc23)c(F)c1	-12%	6%	3%	-2	2%	?	-35%	-2%	7%
Cc1ccc(-c2noc(CCC(=O)N3CCCc4ccccc43)n2)cc1	-8%	-2%	-9%	-4	0%	-15%	4%	-1%	3%
COc1ccc(CNC(=O)c2cc3c(=O)n(C)c4ccccc4c3n2C)cc1	2%	1%	7%	-1	2%	-32%	30%	-2%	28%
O=C(NC(=S)Nc1ccc(Br)cn1)c1cccs1	?	9%	6%	-5	-4%	-6%	-28%	1%	8%
c1ccc(SCCOCCN2CCOCC2)cc1	-8%	2%	5%[57.1 µM]	-4	2%	-14%	7%	1%	16%[57.1 µM]
COc1ccc2[nH]c(C(=O)Nc3ccccc3Cl)cc2c1	-9%	-1%	4%	0	-21%	2%	21%	2%	13%
CCC(C)NS(=O)(=O)c1cc2c3c(c1)CCC(=O)N3CCC2 (stereo not drawn)	3%	2%	2%	-9	4%	-7%	21%	-3%	32%
OCCN(CC(O)COc1ccccc1)CC(O)Cn1ccc2ccccc21 (stereo not drawn)	-10%	2%	-3%	-5	-3%	-2%	1%	-3%	-4%
CCOc1ccccc1OCC(=O)Nc1ccccc1C(=O)NC1CC1	-13%	0%	-1%[57.1 µM]	-7	-2%	-1%	17%	-6%	6%[57.1 µM]
O=C(Nc1cccc(F)c1)c1ccc2ncsc2c1	-6%	8%	4%	-6	-1%	-26%	17%	3%	22%
COc1cccc(NC(=O)COC(=O)c2cc(=O)c3ccccc3o2)c1	-3%	2%	15%	5	-1%	-14%	-53%	-3%	27%
COc1ccccc1CN(C(=O)CNC(=O)c1ccco1)C(C(=O)NCC1CCCO1)c1ccccc1 (stereo not drawn)	?	0%	9%[57.1 µM]	-5	-5%	-14%	0%	-2%	28%[57.1 µM]
O=C(CSc1ccc2nnc(-c3cccnc3)n2n1)Nc1ccccc1	0%	2%	-8%	-2	-1%	-12%	2%	4%	-5%
CC(=O)c1ccc(NC(=O)Cn2c(=O)nc(-c3ccccc3)c3ccccc32)cc1	1%	-16%	3%[57.1 µM]	-14	0%	-11%	-53%	-1%	10%[57.1 µM]
CCOC(=O)C(O)C1CCc2c([nH]c3ccc(C)cc23)C1=O (stereo not drawn)	-14%	-6%	6%	8	-10%	-12%	-14%	-11%	-12%[57.1 µM]
Cc1ccc(N(CC(=O)NCCSCc2ccco2)S(=O)(=O)c2ccc(C)cc2)cc1	-2%	6%	-1%	0	4%	-26%	-7%	-5%	?
CC(Sc1ccccn1)C(=O)Nc1ccc2c(c1)OCO2 (stereo not drawn)	-1%	-13%	0%	2	-1%	-10%	-3%	2%	5%
CCn1c(C)c(C)c2cc(C(=O)NCCCN3CCCCCC3)ccc21	-10%	2%	8%	-8	-2%	-11%	5%[11.4 µM]	-1%	?
CC(C)(C)c1ccc(C(=O)NC(=S)Nn2cnnc2)cc1	-6%	2%	-5%	-2	0%	-18%	-38%	-2%	-13%
Cc1nc(C)c(-c2csc(Nc3ccc(O)c(C(=O)O)c3)n2)s1	7%	17%	15%[57.1 µM]	-5	-2%	-11%	-52%	-4%	12%
Cc1ccc(NC(=S)NCc2ccc(Cl)cc2)c(OC(F)F)c1	?	5%	-2%	-4	-1%	-2%	12%	-5%	-8%
O=C(COC(=O)/C=C/c1cccc(Cl)c1)NCCc1ccccc1	-11%	0%	-4%	-5	0%	-18%	12%	-3%	-3%

Some entries already given with just rTrxR1 inhibitor.
Compound | rTrxR1 inhibitor
COc1ccc(-c2csc3nc(C)nc(N4CCN(C(C)=O)CC4)c23)cc1OC | 15%[57.1 µM]
CCc1noc(C)c1C(=O)Nc1ccc(C)c(S(=O)(=O)N2CCCCCC2)c1 | 11%

More compounds
SMILES	Vif-APOBEC3F blk	mIDH1 inhibitor	TrxR1 substrate	LDHA inh	Vif-APOBEC3G blk	USP1 inh	RGS4 inhibitor	GRP78 ERSR act	rTrxR1 inhibitor
Cc1nc(N2CCC(C)CC2)c2c(C)c(C(=O)Nc3ccc(C(F)(F)F)cc3)sc2n1	-9%	10%	77%[activator][57.1 µM]	-7	0%	?	2%	4%	73%[activator][57.1 µM]
CCOC(=O)C1=C(C)OC(N)=C(C#N)C1c1cncc(-c2ccc(F)cc2)c1 (stereo not drawn)	-6%	9%	-10%	2	-1%	-1%	16%	0%	-35%
CCOC(=O)c1c(C)oc2ccc(O)c(CN3CCCCC3)c12	0%	-4%	0%	-3	-5%	-4%	-1%	-6%	0%
O=C(CN1C(=O)S/C(=C\c2ccccn2)C1=O)Nc1ccccc1	-5%	-4%	1%	-19	2%	-10%	-9%	-1%	33%
O=C(O)c1ccccc1C=NN1CCCCCC1	1%	1%	-3%	-4	0%	-12%	-11%	2%	-14%
Oc1c(Cl)cc(Cl)c(Cl)c1CN1CCOCC1	-10%	-4%	-12%	-5	1%	3%	-6%	-2%	-12%
Cc1ccc(N(C(=O)c2ccc(S(=O)(=O)N3CCOCC3)cc2)C2C=CS(=O)(=O)C2)cc1C (stereo not drawn)	-5%	0%	5%	1&-4	2%	-23%	-6%	-2%	31%
C=C[C@@]1(C)CC(=O)[C@]2(O)[C@@]3(C)[C@@H](O)CCC(C)(C)[C@@H]3[C@H](O)[C@H](OC(C)=O)[C@@]2(C)O1	4%	-6%	8%	-4	-4%	-26%	-5%	-1%&-2%	14%
C=CCOc1ccc(Br)cc1CNCC	12%	0%	0%	0	0%	-22%	10%	-1%	-1%
COc1ccc(NC(=O)c2ccccc2NC(=O)c2ccco2)c(OC)c1	1%	0%	-3%[57.1 µM]	3	2%	3%	5%	-1%	4%[57.1 µM]
O=C(Nc1ccc2c(c1)OCCO2)c1cccc(Cl)c1Cl	7%	-12%	-3%	-8	0%	0%	2%	0%	27%
O=C(Nc1ccccc1C(F)(F)F)c1cnccn1	4%	6%	-2%[57.1 µM]	-1	2%	2%	-4%	1%	38%[2.29 µM]
CCc1ccc(-c2nc(CSCC(=O)NCc3ccc(C)cc3)c(C)o2)cc1	-6%	5%	3%	1	0%	-24%	-23%	-3%	1%
C#CCOCCOCCOCCNc1nc(N2CCOCC2)nc(N2CCN(C(=O)[C@H](CCCCN)n3cc(CCCC)nn3)CC2)n1	-3%	-6%[38.3 µM]	-11%	0	-5%	-23%	-18%	-2%	-24%
Cc1cccc(N=C2Sc3nc4c(C)c(C)ccc4cc3CN2CCN2CCOCC2)c1	-14%	?	-5%	1	1%	-25%	-24%	-3%	3%
COc1ccc(CCNCC(=O)Nc2ccc(OC(F)F)cc2)cc1	-3%	4%	-22%[57.1 µM]	-1	-2%	-19%	-10%	-4%	9%[57.1 µM]
CCCCN1CC(COCc2ccccc2)OCCS1(=O)=O (stereo not drawn)	-4%	-5%	-1%	-7	2%	?	1%	-1%	2%

Some of the compounds tested; rates above refer to the full screens.
